# Screening data (PubChem)
# Tau fibril ThT = qHTS for Inhibitors of Tau Fibril Formation, Thioflavin T Binding; Microtubule-associated protein tau (Homo sapiens), P10636; recombinant tau K18 P301L (four-repeat tau fragment), heparin-induced fibrillization, ThT fluorescence; Potency, µM (series often up to 57.4 µM), for the others: top-dose activity, negative = inhibition, actives largely listed as inhibitors; 270,000 compounds, 2.1% hits; AID 1460, 2008; further: nearly all actives have a fitted effect of over 55% in size
# Target sequence (P10636 561-689 P618L limits assumed): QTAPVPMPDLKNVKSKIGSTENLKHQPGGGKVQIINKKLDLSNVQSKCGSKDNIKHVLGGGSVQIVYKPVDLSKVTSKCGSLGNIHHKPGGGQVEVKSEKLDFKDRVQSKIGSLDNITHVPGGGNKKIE
#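 Tau K18 P301L fragment (15 uM unlabeled plus 0.24 uM Alexa 594-labeled) in 100 mM sodium acetate pH 7 with compound, fibrillization induced by 20 uM heparin for 6 hr at 37 C. Thioflavin T (30 uM) added, fluorescence read after 1 hr (ex 450, em 510 nm).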
# KDM4E inh = qHTS Assay for Inhibitors of Human Jumonji Domain Containing 2E (JMJD2E). JMJD2E catalytic domain, FDH-coupled NADH fluorescence (FDH is formaldehyde dehydrogenase). Potency, µM (highest dose often 57.1 µM), without a hit: at the top dose activity change, negative = inhibition, actives largely listed as inhibitors. 230,000 compounds, 1.6% hits; active means well fitted inhibition curve with a large enough effect, not every such curve was filed as active; inconclusive means small, poorly fitted or top-dose-only effect, or another doubt; inactive means no such curve, though single readings can be large or run the other way;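 further: 0% = wells with enzyme and -100% = buffer wells without enzyme; nearly all actives have a fitted effect of over 50% in size; many of its hits are not listed in these tables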
# RECQ1 helicase = qHTS Assay for Inhibitors of RecQ-Like Dna Helicase 1 (RECQ1); ATP-dependent DNA helicase Q1 (Homo sapiens), P46063; RECQ1 DNA unwinding, red fluorescence kinetic read; Potency, µM (titrated, usually from 57.3 µM), without a hit: at the top dose activity, negative = inhibition, usual class: inhibitors; 240,000 compounds, 0.54% hits;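 further: plate controls were vehicle for no effect and no enzyme for full effect; nearly all actives have a fitted effect of over 30% in size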
# Target sequence (P46063 whole entry, looked up): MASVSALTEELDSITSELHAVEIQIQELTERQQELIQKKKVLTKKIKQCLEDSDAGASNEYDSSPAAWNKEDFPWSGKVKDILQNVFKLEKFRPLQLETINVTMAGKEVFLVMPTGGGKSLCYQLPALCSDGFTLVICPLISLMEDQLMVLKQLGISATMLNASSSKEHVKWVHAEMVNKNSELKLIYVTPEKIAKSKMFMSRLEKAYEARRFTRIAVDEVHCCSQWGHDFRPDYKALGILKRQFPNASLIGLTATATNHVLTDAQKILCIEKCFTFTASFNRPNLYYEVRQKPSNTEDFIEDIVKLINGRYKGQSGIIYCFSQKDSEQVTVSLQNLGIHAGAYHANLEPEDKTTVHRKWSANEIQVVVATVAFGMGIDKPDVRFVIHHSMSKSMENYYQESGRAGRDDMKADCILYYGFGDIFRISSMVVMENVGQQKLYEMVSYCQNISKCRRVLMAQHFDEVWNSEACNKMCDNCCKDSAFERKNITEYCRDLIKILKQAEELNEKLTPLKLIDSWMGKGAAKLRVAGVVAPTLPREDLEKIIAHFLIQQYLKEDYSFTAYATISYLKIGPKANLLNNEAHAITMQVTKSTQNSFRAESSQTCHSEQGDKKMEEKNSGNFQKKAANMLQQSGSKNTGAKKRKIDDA
#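 50 nM RECQ1T1 preincubated 15 min with compound in Tris pH 8.0 buffer with MgCl2, DTT, Tween-20 and 2.5 ug/ml poly(dI-dC); started with 200 nM TAMRA/BHQ-2 forked duplex and 2 mM ATP. Unwinding read as fluorescence (525/598 nm), two reads 2 h apart.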
# * hit, by the source's call; i = inactive; u = inconclusive; [ ] = another dose, or the depositor's remark. Unless noted, the call rests on the fitted dose curve; in most records, active means well fitted inhibition curve with a large enough effect; inconclusive means small, poorly fitted or top-dose-only effect; inactive means flat fitted curve, though single readings scatter. Unless noted, on the % scale 0 is the no-effect control and ±100 the full control effect; potency means the concentration at half of the fitted maximal effect. A portion of the library; rates above refer to the full screens.
Tau fibril ThT,KDM4E inh,RECQ1 helicase,SMILES
u,-7.5%,-4.4%,CCn1c2ccccc2c2cc(NC(=O)Nc3ccc([N+](=O)[O-])cc3C)ccc21
u,22.4µM*,-0.6%,NC(=O)C1=C[C@@H](c2csc3ccccc23)C[C@@H](OCc2ccc(CO)cc2)O1
10.1%,4.6%,i,O=C(c1ccoc1)N1CCC2(CC1)Oc1ccc(Cl)cc1C(=O)C21CC(c2ccc(Cl)cc2)=NO1 (stereo not drawn)
u,14.1µM*,-8.1%,O=c1c(OC2OC(CO)C(O)C(O)C2OC2OC(CO)C(O)C(O)C2OC2OC(CO)C(O)C(O)C2O)c(-c2ccc(O)c(O)c2)oc2cc(O)cc(O)c12 (stereo not drawn)
-10.0%,u,i,COC(=O)c1ccc(C2=NOC(C)(c3sc(-c4ccc(Cl)cc4)nc3C)C2)cc1 (stereo not drawn)
-12.2%,u,i,CCCCCc1cc(=O)oc2c(C(CCN3CCCCC3)c3cc(OC)c(OC)c(OC)c3)c(OC)cc(OC)c12 (stereo not drawn)
-13.2%,u,-5.5%,Cc1ccccc1OCC(=O)Nc1ccc2c(c1)OCCO2
u,-23.5%,i,O=C(O)c1cccc(S(=O)(=O)Nc2ccc3[nH]c(=O)[nH]c3c2)c1
-11.3%,4.5%,i,COC(=O)CC1c2ccccc2S(=O)(=O)N1Cc1ccccc1 (stereo not drawn)
3.6%,-8.1%,u,Cc1nc(C(=O)NCCC(C)C)sc1C1(C)CC(c2ccccc2)=NO1 (stereo not drawn)
-3.4%,8.7%,-3.2%,Cc1ccc2c(CC(=O)NCCc3ccc(S(N)(=O)=O)cc3)coc2c1
-6.0%,-18.9%,i,Clc1cccc(-c2nnc(-c3ccno3)o2)c1
-12.4%,-2.3%,-0.7%,CC1=CC(C)(C)n2c(O)c(N=NC(N)=S)c3c(C)c(C)cc1c32
5.0%,1.5%,27.4%,COc1cccc(NC(=O)Nc2nnc(CC(=O)NCc3ccccc3)s2)c1
-1.6%,-3.1%,-2.8%,O=C(CO/N=C/c1ccccc1OC(F)F)NCc1ccco1
6.7%,7.2%,i,CCCCN1C(N)=NC[C@H]1Cc1ccc(O)cc1
7.5%,0.9%,i,C/C=C/C=C/C(=O)N1CC2(CC(c3cccc(NC(=O)/C=C/C)c3)=NO2)C[C@@H]1C(N)=O (stereo partly drawn)
u,-15.2%,-8.9%,Cc1cccc(-n2ncc3c(N(C)C4CCCCC4)ncnc32)c1
6.3%,7.7%,i,CCN1CCN(Cc2ccc(NC(=O)c3cc(NC(=O)c4cnn(-c5ccccc5)c4N)cc(OC)c3)cc2C(F)(F)F)CC1
-0.6%,-2.0%,21.2%,N#Cc1ccc(/C=N/NC(=S)Nc2ccc(S(=O)(=O)N3CCOCC3)cc2)cc1
-11.9%,-2.2%,10.1%,COc1ccc(C(CC(=O)N2CCCC2)c2c(O)cc(OC)cc2OC)cc1 (stereo not drawn)
7.4%,-2.5%,i,O=C(CNCc1cccs1)Nc1cc(S(=O)(=O)N2CCCC2)ccc1Cl
10.9%,-0.7%,-6.3%,O=C1[C@H](CC[C@H](O)c2ccc(F)cc2)[C@@H](c2ccc(O)cc2)N1c1ccc(F)cc1
17.8µM*,u,u,N#C/C(=C\c1coc2ccc(O)cc2c1=O)C(=O)Nc1nc2ccccc2s1
u,-19.7%,-13.8%,COc1ccc(C2/C=C\CN(S(=O)(=O)c3ccc(C)cc3)[C@H](Cc3ccccc3)C(=O)N2Cc2ccc(F)cc2)cc1 (stereo partly drawn)
-14.0%,-5.9%,2.1%,Cc1nc(C(=O)Nc2ccccc2)sc1C1(C)CC(c2cccc([N+](=O)[O-])c2)=NO1 (stereo not drawn)
u,-0.2%,11.1%,Cn1cc(/C=C2\SC(=S)N(NC(=O)c3cccc(Cl)c3)C2=O)c2ccccc21
-9.2%,u,i,Cc1ccc(-c2csc3nc4ccc(C(=O)NCCO)cc4c(=O)n23)cc1
0.7%,-3.1%,1.3%,O=S(=O)(NCc1ccco1)c1ccccc1Br
-1.5%,-2.2%,-1.7%,NC1=NC[C@H](c2ccccc2)N1CCc1cccc(F)c1

# Additional structures:
Tau fibril ThT,KDM4E inh,RECQ1 helicase,SMILES
-5.3%,-12.6%,-18.5%,O=C(O)CCn1cc(/C=C/C(=O)c2ccc(Cl)cc2)c(-c2cccc(Br)c2)n1
-0.1%,-8.9%,i,CC(C)C[C@H](NC(=O)c1nc[nH]c1C(=O)N1CCc2ccccc2C1)C(=O)OC(C)(C)C
7.94µM*,0.562µM*,0.398µM*,O=C1OCC2OC(O)C(O)C(O)C2OC(=O)c2cc(O)c(O)c(O)c2-c2c(O)c(O)c3oc(=O)c4c(c(O)c(O)c5oc(=O)c2c3c54)-c2c1cc(O)c(O)c2O (stereo not drawn)
-16.1%,5.8%,-8.6%,C/C(=C/CCC(C)C1CCC2(C)C3CCC4C(C)(C)C(=O)CCC4(C)C3=CCC12C)C(=O)O (stereo not drawn)
-0.9%,-9.2%,i,O=C(CCCl)Nc1ccc(S(=O)(=O)NCc2ccco2)cc1
-11.3%,-8.6%,-2.6%,O=C(O)c1ccc(C(=O)c2ccc3c(c2)C(=O)N(CCO)C3=O)cc1
1.7%,u,-8.9%,CCN1CCN(Cc2ccc(NC(=O)c3cc(NC(=O)c4cc5cccc(OC)c5o4)cc(OC)c3)cc2C(F)(F)F)CC1
-9.7%,-8.1%,-7.6%,CCOC(=O)N1CCN(C(=O)CS(=O)(=O)c2cn(Cc3ccc(F)cc3)c3ccccc23)CC1
0.2%,2.0%,-21.3%,C=C(C)C(=O)Nc1cccc(C2=NOC3(C2)C[C@@H](C(N)=O)N(C(=O)c2cc([N+](=O)[O-])cc([N+](=O)[O-])c2)C3)c1 (stereo partly drawn)
2.0%,u,-3.2%,CN1C(C(=O)NCCc2cccs2)CC2Cn3c(nc4cc5ccccc5cc43)C21 (stereo not drawn)
1.4%,u,-3.7%,O=C(O)c1ccc2c(=O)n(-c3ccccc3)c(=S)[nH]c2c1
-4.2%,-5.3%,21.7%,CCOC(=O)Nc1c(Cl)n(C)c(=O)n(C)c1=O
-1.4%,u,-3.6%,CN1CCN(c2ccc(C(CC(N)=O)NC(=O)Cc3ccc(Br)cc3)cc2[N+](=O)[O-])CC1 (stereo not drawn)
-4.5%,u,-18.8%,COc1ccccc1C1=NOC(C)(c2sc(-c3ccc(Cl)cc3)nc2C)C1 (stereo not drawn)
1.58µM*,2.24µM*,3.55µM*,Oc1ccc(/C=N/NC(=S)Nc2cccnc2)c(O)c1O
-1.3%,-0.4%,i,O=[N+]([O-])c1ccc(OCCOCCOc2ccc([N+](=O)[O-])cc2)cc1
-6.9%,3.2%,-12.8%,Cn1c(=O)c2c(nc(NCc3ccccc3)n2CC(N)=O)n(C)c1=O
5.5%,3.2%,i,CC1CCN(C(=O)c2[nH]cnc2C(=O)N[C@@H](C)C(=O)OCc2ccccc2)CC1
u,u,i,COc1ccc(/C=C/C(=O)O/N=C(\N)c2cccnc2)cc1OC
12.6µM*,-6.9%,i,NC(=O)CC(NC(=O)c1ccccc1)c1ccc(NCCOc2ccccc2)c([N+](=O)[O-])c1 (stereo not drawn)
-4.9%,-2.8%,i,COC(C/C=C/[C@@H](O)COCc1ccccc1)OC
u,-14.4%,-7.2%,Cc1csc(SC(C)c2nc3scc(-c4ccccc4)c3c(=O)[nH]2)n1 (stereo not drawn)
-10.4%,0.0%,i,Cc1sc2ncnc(SCC(=O)c3ccc(O)cc3O)c2c1C
-12.4%,9.4%,i,COc1ccc(N2CCN(Cc3nc4c(c(=O)[nH]c(=O)n4C)n3Cc3cccc(Cl)c3)CC2)cc1
u,u,i,Cc1ccc(OCC(=O)c2cc(C)n(Cc3ccco3)c2C)c([N+](=O)[O-])n1
-0.9%,5.0%,i,COC(C[C@@H]1O[C@H]1[C@H](O)COCc1ccccc1)OC
3.16µM*,-2.7%,44.8%[activator],COc1cc(/C=C/c2ccc3c([N+](=O)[O-])cccc3n2)ccc1OCC(=O)O
2.6%,20.4%,i,O=C(Cn1nc(Cc2ccncc2)c2ccccc2c1=O)Nc1cccnc1Cl
u,12.6µM*,i,O=C(CSc1ccccn1)N/N=C/c1cc([N+](=O)[O-])ccc1O
-17.5%,u,-4.6%,COC(=O)c1ccc(-c2ccc(OC)c([C@H]3[C@H]4C=CC[C@@H](C)[C@@H]4C(=O)N3Cc3ccccc3)c2)cc1

# Four records picked at random from the list so far:
Tau fibril ThT,KDM4E inh,RECQ1 helicase,SMILES
-17.5%,u,-4.6%,COC(=O)c1ccc(-c2ccc(OC)c([C@H]3[C@H]4C=CC[C@@H](C)[C@@H]4C(=O)N3Cc3ccccc3)c2)cc1
-0.1%,-8.9%,i,CC(C)C[C@H](NC(=O)c1nc[nH]c1C(=O)N1CCc2ccccc2C1)C(=O)OC(C)(C)C
2.0%,u,-3.2%,CN1C(C(=O)NCCc2cccs2)CC2Cn3c(nc4cc5ccccc5cc43)C21 (stereo not drawn)
3.16µM*,-2.7%,44.8%[activator],COc1cc(/C=C/c2ccc3c([N+](=O)[O-])cccc3n2)ccc1OCC(=O)O

# Next section.
Tau fibril ThT,KDM4E inh,RECQ1 helicase,SMILES
-16.6%,u,i,CC(=O)[C@@]1(O)C(C)CC2C3C=C(C)C4=Cc5c(cnn5-c5ccccc5)C[C@]4(C)C3C(O)C[C@@]21C (stereo partly drawn)
2.7%,0.5%,8.2%,O=c1c(Cl)c(N2CCC3(CC2)OCCO3)cnn1C12CC3CC(CC(C3)C1)C2
-8.6%,-4.3%,i,Cc1ccc(F)c([C@H]2[C@H]3C=CC[C@@H](C)[C@@H]3C(=O)N2Cc2ccccc2)c1
2.6%,0.6%,i,CCOC(=O)N1CCN(C(c2ccc(C)cc2)c2sc3nc(C)nn3c2O)CC1 (stereo not drawn)
u,-12.9%,i,COc1cc(/C=C/CO)cc(OC)c1OC/C=C(\C)CCC=C(C)C
5.5%,5.2%,-14.7%,C/C=C\C=C\C(=O)N1CC2(CC(c3cccc(NC(=O)CC)c3)=NO2)C[C@H]1C(N)=O (stereo partly drawn)
16.1%,-4.0%,i,CCCNc1nc(C)cc(-c2cc(C(=O)NC3CCCC3)on2)n1
3.8%,-7.1%,-5.1%,C#CCOCCOCCOCCNc1nc(N2CCN(C(=O)[C@H](CCC(=O)O)n3cc(C(N)Cc4ccc(O)cc4)nn3)CC2)nc(N2CCN(C(=O)[C@H](CCCCN)n3cc(C(N)[C@H](C)CC)nn3)CC2)n1 (stereo partly drawn)
-6.0%,8.4%,i,CC(C)[C@H](NC(=O)c1ccco1)C(=O)OCC(=O)Nc1ccc(Cl)c(S(=O)(=O)N(C)C)c1
-9.1%,3.0%,0.6%,O=C(N/N=C/c1cccc(NC(=O)c2ccc(Cl)cc2)c1)c1cccc(O)c1

# One compound at a time, from the list above. Order of screens: Tau fibril ThT	KDM4E inh	RECQ1 helicase
# CCCNc1nc(C)cc(-c2cc(C(=O)NC3CCCC3)on2)n1 is entered as 16.1%	-4.0%	i
# CC(=O)[C@@]1(O)C(C)CC2C3C=C(C)C4=Cc5c(cnn5-c5ccccc5)C[C@]4(C)C3C(O)C[C@@]21C (stereo partly drawn) is entered as -16.6%	u	i
# Cc1ccc(F)c([C@H]2[C@H]3C=CC[C@@H](C)[C@@H]3C(=O)N2Cc2ccccc2)c1 is entered as -8.6%	-4.3%	i
